Bioassay records (PubChem BioAssay)
GRIN3A LBD mod = modulators (binders) of human NR3A ligand-binding domain; NR3A LBD differential scanning fluorimetry, Tm shift; 0% = protein alone, 100% = glycine-bound protein; Tm shift relative to glycine control, % at 25 µM; AID 1259313; 340,000 compounds, 2.5% hits;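 active = melting temperature shift of at least 10% of the positive control shift, at one fixed dose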
mIAP block = mouse IAP inhibition | inhibition, % at 10 µM | 330,000 compounds, 0.2% hits | purified mouse IAP, CDP-Star luminescence, 30 min | AID 2806;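 active = inhibition of at least 40% at 10 µM in the primary screen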;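 note: plate controls were DMSO with enzyme for no effect and no enzyme wells for full effect; values of inactives mirror those of a sister screen read the other way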
mIAP activ = increases mouse intestinal alkaline phosphatase activity; muIAP, CDP-Star luminescence, 30 min; stronger effect = higher value; 1 = vehicle-only enzyme signal, 0 = enzyme-free wells; activation factor at 10 µM; 330,000 compounds, 0.24% hits; AID 2805;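 active = activation factor of at least 2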; note: the source names both 10 and 20 µM as test concentration; values of inactives mirror those of a sister screen read the other way
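also added = chemiluminescent substrate CDP-Star | test system = mouse IAP enzyme | signal = chemiluminescence readout | compound = DMSO-dissolved test compounds | incubation = 30 min at room temperature | benchmarks = DMSO wells, no-enzyme wells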
hIAP act = increases human intestinal alkaline phosphatase activity; P09923; purified human IAP, CDP-Star luminescence, 30 min; stronger effect = higher value; 1 = vehicle-only enzyme, 0 = enzyme-free background; activation factor at 10 µM; 330,000 compounds, 0.16% hits;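 active = activation factor of the enzyme at least 2-fold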; note: the source names both 10 and 20 µM as test concentration; values of inactives mirror those of a sister screen read the other way
Target sequence (P09923 whole entry, looked up): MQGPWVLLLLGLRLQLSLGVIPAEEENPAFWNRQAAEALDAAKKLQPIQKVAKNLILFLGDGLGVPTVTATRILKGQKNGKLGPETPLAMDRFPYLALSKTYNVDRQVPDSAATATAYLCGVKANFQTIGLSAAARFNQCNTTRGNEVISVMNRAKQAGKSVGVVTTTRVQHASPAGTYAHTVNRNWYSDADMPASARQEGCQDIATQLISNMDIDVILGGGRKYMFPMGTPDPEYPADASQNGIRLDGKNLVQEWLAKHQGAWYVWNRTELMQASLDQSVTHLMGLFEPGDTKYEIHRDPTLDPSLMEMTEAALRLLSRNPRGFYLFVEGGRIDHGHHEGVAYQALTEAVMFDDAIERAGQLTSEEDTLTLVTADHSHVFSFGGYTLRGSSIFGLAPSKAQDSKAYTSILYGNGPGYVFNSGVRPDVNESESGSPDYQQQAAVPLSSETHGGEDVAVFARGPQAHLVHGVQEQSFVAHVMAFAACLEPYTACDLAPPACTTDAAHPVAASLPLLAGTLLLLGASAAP
hIAP block = blocks human intestinal alkaline phosphatase; P09923; purified IAP, CDP-Star luminescence, 30 min; inhibition, % at 10 µM; 330,000 compounds, 0.12% hits;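 active = inhibition reaching a set limit with compound at 10 µM in the primary screen, cut at about 35% in these data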;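 note: plate controls were DMSO wells with enzyme for no effect and no-enzyme buffer wells for full effect; values of inactives mirror those of a sister screen read the other way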
APOBEC3G inh = inhibitors of human APOBEC3G DNA deaminase | recombinant A3G, ssDNA deamination FAM/TAMRA fluorescence | inhibition, % at 20 µM | 330,000 compounds, 0.28% hits;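 active = inhibition of at least 40% at 20 µM, with no more than 30% in the related APOBEC3A deaminase screen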;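 note: plate controls were DMSO wells with A3G for no effect and wells lacking A3G enzyme for full effect; some compounds called inactive have numbers as strong as hits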
MIN6 prolif = induces beta-cell replication in MIN6 cells; proliferation, % at 10 µM; 330,000 compounds, 0.29% hits; MIN6 cells proliferation, ATPlite luminescence, 48 h; cells starved in 0.2% serum; 100% = growth in 10% serum;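 active = compounds whose signal lies at least 3.5 SD above the mean of all wells on their plate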;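 note: 0% = DMSO-treated cells in low-serum medium and 100% = 10% serum control; some compounds called inactive have numbers as strong as hits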
MPTP block = inhibitors of mitochondrial permeability transition pore. isolated mouse mitochondria, Ca2+ swelling absorbance, 30 min. inhibition, % at 10 µM. 360,000 compounds, 1.4% hits;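 active = inhibition of 50% or more, scaled per plate between neutral and stimulator controls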;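 note: 0% = DMSO wells given calcium and 100% = 1 mM EGTA wells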
A3A deaminase = blocks human APOBEC3A ssDNA deamination; recombinant A3A, FAM/TAMRA ssDNA deamination fluorescence; inhibition, % at 20 µM; 330,000 compounds, 0.41% hits; AID 493011;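 active = at least 40% inhibition at 20 µM here, with at most 30% in a related deaminase screen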;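 note: plate controls were A3A with DMSO for no effect and wells lacking A3A enzyme for full effect; some results filed as inactive read as strong as hits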
Target sequence (P31941 whole entry, looked up): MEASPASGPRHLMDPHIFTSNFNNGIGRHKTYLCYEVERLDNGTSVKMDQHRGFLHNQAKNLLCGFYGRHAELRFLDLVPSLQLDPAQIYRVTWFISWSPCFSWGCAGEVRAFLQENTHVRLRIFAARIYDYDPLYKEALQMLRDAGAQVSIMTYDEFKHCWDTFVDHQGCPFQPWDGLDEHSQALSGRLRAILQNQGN
Active calls of the source: *; . = no result given. This is a random part of the collection; overall some 5% were active at least once.

item	molecule	GRIN3A LBD mod	mIAP block	mIAP activ	hIAP act	hIAP block
1	O=C1OC(C(=O)Nc2nccs2)Cc2ccccc21 (centres undefined)	-6.7	5.8	0.942	1.07	-6.8
2	COc1ccc(Cl)cc1S(=O)(=O)N1CCN(c2ccc(F)cc2)CC1	-10.5	11.6	0.884	0.943	5.7
3	O=C(CSc1ccccc1)N[C@@H](Cc1ccccc1)C(=O)O	-2.6	4.1	0.959	0.985	1.5
4	C/C(=N\NS(=O)(=O)c1c(C)cc(C)cc1C)c1ccncc1	2.1	-3.0	1.03	0.968	3.2
5	CCN(C(=O)CSc1nc(N)cc(N)n1)C1CCS(=O)(=O)C1 (centres undefined)	0.8	2.8	0.972	0.799	20.1
6	O=C1CC(=O)N(Cc2ccco2)C(=O)N1	1.4	48.1*	0.519	1.05	-5.0
7	COc1ccc(NC(=O)CSc2nnc3ccc(-c4ccccn4)nn23)cc1	0.5	1.5	0.985	0.975	2.5
8	CC(C)c1ccc(-c2nnn(CCC#N)n2)cc1	0.8	6.5	0.935	1.09	-9.4
9	CCOC(=O)C1C(c2ccc(O)c(OC)c2)NC(=S)NC1(O)C(F)(F)F (centres undefined)	1.4	6.2	0.938	1.09	-9.2
10	CC(C)CCNC(=O)C1CCCN(S(=O)(=O)c2ccc(F)cc2)C1 (centres undefined)	-3.0	-2.5	1.02	1.09	-8.9
11	O=C(COC(=O)c1cc([N+](=O)[O-])ccc1N1CCOCC1)Nc1cccc(F)c1	0.9	3.1	0.969	1.04	-4.4
12	Cc1ccc(C(=O)Nc2ccc3c(c2)OCCO3)c(Cl)c1	-2.9	6.5	0.935	0.961	3.9
13	O=C(Nc1ccc(N2CCN(C(=O)c3ccccc3)CC2)cc1)c1cccs1	-6.0	4.9	0.951	1.01	-1.3
14	COc1ccc(CNCc2cc(Cl)ccc2O)cc1	-1.5	-4.2	1.04	1.06	-6.3
15	O=C(C1=C[C@@H](c2coc3ccccc3c2=O)C[C@@H](OCc2ccc(CO)cc2)O1)N1CCN(Cc2ccc3c(c2)OCO3)CC1	-1.9	3.6	0.964	0.927	7.3

item	APOBEC3G inh	MIN6 prolif	MPTP block	A3A deaminase
1	-0.6	-0.7	-0.3	1.7
2	-4.5	-3.8	2.8	0.9
3	8.8	-3.1	-0.3	2.2
4	-4.8	0.5	-1.4	-2.1
5	-7.0	9.0	-1.4	-2.7
6	92.2	-2.6	-0.3	98.1
7	-5.7	-0.8	-0.4	0.8
8	1.2	-2.2	-2.1	1.1
9	-10.5	-1.4	-0.4	0.1
10	-5.3	1.8	-0.7	-2.7
11	-2.9	-1.1	0.3	-2.2
12	-7.2	-3.9	0.3	-1.9
13	-3.1	-1.8	1.7	-1.3
14	-4.8	-1.3	3.2	-0.7
15	-1.0	-1.6	0.2	-0.6

Profiles, quoted from the list. Order of screens: GRIN3A LBD mod | mIAP block | mIAP activ | hIAP act | hIAP block | APOBEC3G inh | MIN6 prolif | MPTP block | A3A deaminase
Record of CCOC(=O)C1C(c2ccc(O)c(OC)c2)NC(=S)NC1(O)C(F)(F)F (centres undefined) = 1.4 | 6.2 | 0.938 | 1.09 | -9.2 | -10.5 | -1.4 | -0.4 | 0.1
Record of CC(C)c1ccc(-c2nnn(CCC#N)n2)cc1 = 0.8 | 6.5 | 0.935 | 1.09 | -9.4 | 1.2 | -2.2 | -2.1 | 1.1
Record of CC(C)CCNC(=O)C1CCCN(S(=O)(=O)c2ccc(F)cc2)C1 (centres undefined) = -3.0 | -2.5 | 1.02 | 1.09 | -8.9 | -5.3 | 1.8 | -0.7 | -2.7
Record of O=C(COC(=O)c1cc([N+](=O)[O-])ccc1N1CCOCC1)Nc1cccc(F)c1 = 0.9 | 3.1 | 0.969 | 1.04 | -4.4 | -2.9 | -1.1 | 0.3 | -2.2

Next results:
item	molecule	GRIN3A LBD mod	mIAP block	mIAP activ	hIAP act	hIAP block
16	Cc1cc(S(=O)(=O)Nc2ccc3ccccc3c2)c(C)s1	-9.8	-2.6	1.03	1.04	-4.4
17	CCNc1nc(NCC)nc(SCC(C)=O)n1	-3.4	1.5	0.985	0.914	8.6
18	Cc1ccc(C(=O)Cn2cc([N+](=O)[O-])nc2C)cc1	2.4	-6.2	1.06	0.82	18.0
19	CCOC(=O)C1CCCN(C(=O)CSc2ccc(Br)cc2)C1 (centres undefined)	-2.1	6.2	0.938	0.964	3.6
20	CCOc1ccc(CCNC(=O)CCn2nc(C)c3c(C)n(-c4ccccc4)nc3c2=O)cc1	2.2	6.5	0.935	1.21	-21.4
21	N#CC1=C(N)Oc2n[nH]c(-c3cccnc3)c2C1c1cc(F)ccc1F (centres undefined)	-0.6	10.4	0.896	1.17	-16.5
22	Cc1oncc1C(=O)N1CCCC(CO)(Cc2ccc(F)cc2F)C1 (centres undefined)	-1.0	3.7	0.963	1	-0.3
23	CC(=O)Nc1ccc(Oc2cnc3ccccc3n2)cc1	1.0	4.6	0.954	0.917	8.3
24	COC(=O)c1cc(CNC(=O)C2CC(=O)N(c3ccc4c(c3)OCCO4)C2)ccc1OC (centres undefined)	-1.6	-1.9	1.02	1.19	-18.6
25	Cc1cccc(NC(=O)NCC(c2ccco2)N2CCCCC2)c1 (centres undefined)	1.2	-23.4	1.23	1.14	-13.6
26	CCOC(=O)c1cnn(-c2cc(Oc3cccc(C)c3)ncn2)c1N	-0.2	9.4	0.906	0.994	0.6
27	Cc1nn(Cc2ccccc2)c(C)c1NC(=O)c1cc(-c2ccc3c(c2)OCO3)on1	2.9	2.9	0.971	0.802	19.8
28	COc1ccc2[nH]c3c(c2c1)CCN1C(=O)C(CC(=O)NCCN2CCOCC2)C[C@H](C(=O)N2CCOCC2)[C@@]31CCC1CCCC1 (some centres undefined)	0.7	-6.5	1.06	.	.
29	Cc1cccc(C)c1OCC(=O)Nn1c(C)nc2ccccc2c1=O	0.7	6.5	0.935	0.872	12.8
30	CCOc1ccc(-c2cccc(NC(=O)COc3ccc(Cl)cc3)c2)nn1	-1.2	0.3	0.997	1.21	-20.7

item	APOBEC3G inh	MIN6 prolif	MPTP block	A3A deaminase
16	-1.5	-5.2	3.5	-2.2
17	-2.6	-0.9	-1.5	0.7
18	2.3	10.2	1.0	0.1
19	-4.5	0.7	1.8	-1.7
20	-6.3	0.8	-0.6	-2.4
21	-4.6	-1.3	-1.6	3.4
22	-3.9	0.5	-0.6	-0.7
23	-5.0	2.8	0.6	0.5
24	-2.2	0.6	0.1	3.0
25	-12.1	-0.1	-0.7	-2.5
26	-3.7	-0.2	-6.4	-1.2
27	-2.3	-2.4	-3.3	-1.2
28	5.0	.	0.4	4.4
29	-6.4	4.0	-1.9	-2.6
30	5.2	-2.5	1.2	1.8

Remaining list, next part.
item	molecule	GRIN3A LBD mod	mIAP block	mIAP activ	hIAP act	hIAP block
31	CC(=O)Nc1ccc(SC(C)C(=O)NC2CCCC2)cc1 (centres undefined)	-1.2	0.8	0.992	1.13	-13.1
32	COc1cc(OC)c(S(=O)(=O)N2CCOCC2)cc1S(=O)(=O)N1CCOCC1	2.4	8.2	0.918	0.803	19.7
33	Cc1cc(C)n2nc(SC3CCCCN(C(=O)c4ccc(F)cc4)C3=O)nc2n1 (centres undefined)	-2.9	5.3	0.947	1.03	-2.8
34	CCOc1ccc(NS(=O)(=O)c2ccc(C(=O)N(C)CCc3ccc(OC)c(OC)c3)cc2)cc1	1.0	2.3	0.977	0.921	7.9
35	CCCN1C(=O)/C(=C/c2nc3ccccc3c(=O)[nH]2)c2cc(C)ccc21	2.4	5.1	0.949	0.969	3.1
36	COc1ccccc1CNC(=O)C1CC2Cn3c(nc4cc(C)c(C)cc43)C2N1C (centres undefined)	0.5	-20.9	1.21	0.995	0.5
37	C=C(C)Cn1c(SCC)nc2ccccc2c1=O	1.6	-14.2	1.14	1.02	-1.7
38	COC(=O)c1c(NC(=O)COC(=O)CCc2ccc(S(=O)(=O)N3CCOCC3)cc2)sc2c1CCC2	-0.6	0.5	0.995	0.936	6.4
39	CCOC(=O)c1ccc(N2C(=O)[C@@H](c3ccccc3)[C@H]2c2ccccc2)cc1	-1.1	7.8	0.922	1.08	-7.9
40	COc1ccc(N(C(=O)C(C)C)S(=O)(=O)c2ccc(Cl)cc2)cc1	-0.1	2.4	0.976	1.06	-6.2
41	Cc1ccc(CNC(=O)C2CCCN(C(=O)Nc3ccc(F)cc3)C2)cc1 (centres undefined)	-0.6	-5.9	1.06	0.947	5.3
42	O=C(c1ccco1)N1CCCC(c2nc3c(nnn3Cc3c(Cl)cccc3Cl)c(=O)[nH]2)C1 (centres undefined)	-0.3	-2.3	1.02	1	-0.2
43	O=C(NN1C(=O)C2C3c4ccccc4C(c4ccccc43)C2C1=O)c1ccccc1 (centres undefined)	-120.0	-11.6	1.12	1.12	-12.5
44	CCn1c(SCC(=O)Nc2ccc3c(c2)OCO3)nc2c1c(=O)n(C)c(=O)n2C	-0.4	-3.7	1.04	1.13	-13.4
45	CC(C)C[C@H](NC(=O)c1nc[nH]c1C(=O)N[C@@H](CCCCNC(=O)OC(C)(C)C)C(=O)OC(C)(C)C)C(=O)OCc1ccccc1	-6.0	0.8	0.992	1.11	-11.4

item	APOBEC3G inh	MIN6 prolif	MPTP block	A3A deaminase
31	-6.3	1.6	-2.0	0.3
32	-7.4	2.5	0.1	3.6
33	-4.6	-1.8	-2.3	-3.4
34	-7.1	0.3	0.2	-5.9
35	-6.8	-5.6	1.2	-0.6
36	-1.1	0.5	-0.8	0.7
37	10.0	-2.6	3.6	1.9
38	0.4	3.1	-7.2	6.1
39	-0.3	-6.7	2.0	2.5
40	2.3	-3.2	-0.2	3.6
41	-5.4	10.5*	2.0	-2.7
42	-14.3	8.4*	-3.1	-3.0
43	3.6	0.2	0.3	-1.0
44	-3.3	-2.0	-4.2	-2.1
45	9.7	-8.2	-1.2	3.0

More results follow.
item	molecule	GRIN3A LBD mod	mIAP block	mIAP activ	hIAP act	hIAP block
46	O=C(NNC(=O)c1ccc([N+](=O)[O-])cc1Cl)c1ccncc1	-2.7	4.5	0.955	0.969	3.1
47	Cc1c(C(c2cccc(Br)c2)c2c(C)n(C)n(-c3ccccc3)c2=O)c(=O)n(-c2ccccc2)n1C	2.5	0.2	0.998	1.26	-25.7
48	O=C(CN(c1ccc2c(c1)OCCO2)S(=O)(=O)c1ccccc1)Nc1ccc2c(c1)OCO2	-3.5	-25.8	1.26	1.03	-2.8
49	COc1cc(SC)ccc1C(=O)OCC(=O)NCCNC(=O)COC(=O)c1ccc(SC)cc1OC	-0.8	-1.7	1.02	1.05	-5.0
50	O=S(=O)(c1ccccc1)N1CCN(Cc2cccc(Cl)c2)CC1	0.7	-7.1	1.07	0.979	2.1
51	CCCCC(C(=O)NC(C)(C)C)N(Cc1ccccc1)C(=O)c1snc(C(N)=O)c1N (centres undefined)	0.2	-2.7	1.03	1.19	-19.1
52	CC1CC(C)CN(c2nc3c(c(=O)n(C)c(=O)n3C)n2C)C1 (centres undefined)	-0.4	-0.2	1	0.973	2.7
53	COC(=O)c1cccc([N+](=O)[O-])c1CN1CCCC(C(N)=O)C1 (centres undefined)	0.1	1.7	0.983	0.963	3.7

item	APOBEC3G inh	MIN6 prolif	MPTP block	A3A deaminase
46	2.5	2.9	1.0	1.7
47	-5.8	-3.9	-0.4	-3.4
48	7.6	-0.6	-0.1	4.9
49	22.3	-2.5	1.4	15.1
50	-7.4	-0.4	-0.3	0.8
51	-3.4	-2.9	-0.8	-2.1
52	-5.1	-1.9	-0.4	-4.4
53	-9.1	2.9	1.8	7.1
